# NFkB transloc inh – inhibitors of IL-1B driven NFkB p65 nuclear import, primary screen, imaging, HUVEC, IL-1B stimulus, high-content imaging; HUVEC IL-1B NFkB p65 nuclear translocation imaging; inhibition, % at 2 µM; 94,000 compounds, 0.43% hits; AID 796, 2007;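 active = inhibition above about 30% together with a positive call from visual inspection of the well image, limit read from the data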;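 note: nuclear over cytoplasmic p65 intensity ratio measured by imaging; 0% = IL-1B stimulated DMSO wells and 100% = unstimulated DMSO wells; values of inactives mirror those of a sister screen read the other way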
# PLAP inhibitors HTS – PLAP enzyme inhibitors, biochemical, luminescence, HTS (AID 690). 96,000 compounds, 0.08% hits. inhibition, % at 20 µM; hits with a dose series show IC50 in µM. purified PLAP, luminescent substrate; higher % means a stronger effect; in the data active = a potency from the dose series; inactive = the rest, 99 in 100 with inhibition below about 30%; note: strong numbers were not always called active
# IL1B NFkB pot – enhancers of NFkB p65 translocation in HUVEC – imaging, IL-1B stimulus, high-content imaging, primary screen; HUVEC IL-1B NFkB p65 nuclear translocation imaging; activation, % at 2 µM; 94,000 compounds, 0.3% hits; AID 819, 2007;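 active = activation above 40%, about the mean plus 3 SD, also judged a hit on visual image review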;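 note: percent activation is computed from the nuclear over cytoplasmic p65 intensity ratio; values of inactives mirror those of a sister screen read the other way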
# MRP reversal – reversal of MRP1-mediated doxorubicin resistance, primary screen, H69AR cells, doxorubicin co-treatment. AID 602, 2007. H69AR cells + 2 uM doxorubicin, CellTiter-Glo, 72 h. 85,000 compounds, 0.04% hits. differential viability (reversal), % at 10 µM;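 active = viability drop by adding the cancer drug above about 55%, with treated viability meeting a 40% cutoff, limit read from the data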;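 note: viability without doxorubicin minus viability with 2 µM doxorubicin for each compound; larger differential means the compound sensitizes cells more to doxorubicin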
# Bcl-B displacement – displacers of TR3 peptide from Bcl-B, primary screen, selectivity assay for Bfl-1 inhibitor project, biochemical, fluorescence polarization; Bcl-2-like protein 10 (Homo sapiens); FP displacement of FITC-TR3 peptide from Bcl-B; higher % means a stronger effect; displacement, % at 20 µM, or IC50 in µM where a hit was titrated; 96,000 compounds, 0.11% hits; AID 748, 2007;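 active = displacement above 50% at 20 µM plus a fluorescence interference ratio under 1.5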;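 note: plate controls were wells without compound for no effect and wells lacking Bcl-B protein for full effect; a part of the inactive calls stands beside numbers as strong as those of hits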
# MRP reversal cytotoxicity – recorded beside MRP reversal, whose call it bears; viability, %; H69AR cells, CellTiter-Glo, 72 h; measured here: cytotoxicity without doxorubicin
# MRP reversal with doxorubicin – recorded beside MRP reversal, whose call it bears; viability, %; measured here: viability with 2 uM doxorubicin; active compounds read low
# NFkB transloc inh cell count 2 µM – recorded beside NFkB transloc inh, whose call it bears; cell count; measured here: cells passing quality filter;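 raw number of nuclei counted in each imaged well without normalization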
# IL1B NFkB pot cell count 2 µM – recorded beside IL1B NFkB pot, whose call it bears; cell count; measured here: cells passing quality filter
# Active calls of the source: *; . = not tested or not shown. These rows are one share of the data; count on the stated rates, not on these rows.
SMILES,NFkB transloc inh,NFkB transloc inh cell count 2 µM,PLAP inhibitors HTS,IL1B NFkB pot,IL1B NFkB pot cell count 2 µM,MRP reversal,MRP reversal cytotoxicity,MRP reversal with doxorubicin,Bcl-B displacement
COc1ccc(C(=O)N2CCN(C(=O)c3ccco3)CC2)cc1OC,-16,76,1%,16,76,7,96,89,-23%
O=c1c2ccccc2nnn1CSc1nnc(-c2ccc3c(c2)OCO3)o1,-5,148,8%,5,148,-6,103,109,-4%
O=c1[nH]c(=S)c2c(n1-c1ccccc1)CCC2,-5,143,-5%,5,143,8,88,80,-7%
CCn1c(SCC(=O)N2c3ccccc3CCc3ccccc32)nc2c1c(=O)n(C)c(=O)n2C,4,152,.,-4,152,-29,14,43,.
CCOc1cccc(C(=O)Nc2cccc(-c3nc4ncccc4o3)c2C)c1,-20,170,1%,20,170,8,80,72,0%
CC(C(=O)NC1=NCCS1)N1C(=O)C2CC=CCC2C1=O (stereo not given),6,93,25%,-6,93,2,97,95,5%
Cc1nccn1CC(O)COc1ccccc1 (stereo not given),-1,152,.,1,152,9,101,92,.
COCCCn1c(=NC(=O)c2ccncc2)c(C#N)cc2c(=O)n3cccc(C)c3nc21,.,.,-3%,.,.,.,.,.,29%
CC(=O)N1CCN(c2ccc(NCc3ccc(C(C)C)cc3)cc2)CC1,4,57,-66%,-4,57,13,79,67,-7%
COc1cc2c(cc1OC)-c1nnc(C)n1C1(CCCC1)C2,-19,58,-2%,19,58,2,90,88,-6%
CCOC(=O)c1c(NC(=O)CSc2nc3ccccc3s2)sc(C(C)=O)c1C,-18,120,3%,18,120,.,.,.,-18%
Cc1ccc(Oc2ccc(OCC(=O)NC(C)C(=O)O)cc2)cc1 (stereo not given),3,163,-16%,-3,163,2,99,98,2%
COc1ccc2c(c1)Sc1ccccc1N2CCN(C)C,0,163,-50%,0,163,20,82,62,23%
CCSC(C)CC1C/C(=N/O)c2c(CC)noc2C1 (stereo not given),.,.,24%,.,.,11,98,86,-1%
COC(=O)Cc1[nH]nc2c1C(c1c[nH]c3ccccc13)C(C#N)=C(N)O2 (stereo not given),-9,210,-2%,9,210,-14,50,64,0%
COc1ccc(OC)c(C(=O)CSc2nccc(-c3ccc(Br)cc3)n2)c1,.,.,-39%,.,.,.,.,.,2%
CC(=O)c1cc2c(cc1NC(=O)C1CC1)OCO2,-3,135,.,3,135,-7,90,97,.
CC1(C)Oc2ccc3ccc(=O)oc3c2-c2cnoc21,.,.,-5%,.,.,5,97,92,-1%
Cn1c(=O)c2c(nc(SCCCO)n2Cc2ccccc2Cl)n(C)c1=O,4,177,-5%,-4,177,.,.,.,1%
Cc1cccc(NS(=O)(=O)c2cc(C(=O)NCCC3=CCCCC3)ccc2Cl)c1,-5,116,-5%,5,116,.,.,.,2%
O=C(CN(Cc1ccco1)C(=O)CNS(=O)(=O)c1ccc(Cl)cc1)NC1CCCCC1,-22,194,-51%,22,194,-3,91,94,4%
COc1ccc(N2CCN(c3oc(Cc4ccccc4)nc3C#N)CC2)cc1,6,151,9%,-6,151,-40,35,75,-1%
CCn1c(SCc2nc3ccccc3[nH]2)nnc1-c1ccncc1,-3,172,-40%,3,172,-9,81,90,-17%
O=C(CSc1nnc(-c2cccnc2)n1Cc1ccco1)c1ccccc1,-5,117,3%,5,117,5,81,75,-9%
Cc1ccc(C)c(N(CC(=O)NCCC2=CCCCC2)S(C)(=O)=O)c1,-7,148,-23%,7,148,12,105,93,0%

# Remaining list, next part
SMILES,NFkB transloc inh,NFkB transloc inh cell count 2 µM,PLAP inhibitors HTS,IL1B NFkB pot,IL1B NFkB pot cell count 2 µM,MRP reversal,MRP reversal cytotoxicity,MRP reversal with doxorubicin,Bcl-B displacement
O=C(Nc1ccc(Cl)c(Cl)c1)OCCNC(=O)c1cccc(Cl)c1,6,104,5%,-6,104,9,79,69,5%
CCOC(=O)CNC(=O)Cn1cnc2c(nnn2-c2cccc(Cl)c2)c1=O,-1,155,-1%,1,155,.,.,.,6%
CCOc1ccc(NC(=O)CSc2nnc(C)n2CC2CCCO2)cc1 (stereo not given),-14,167,11%,14,167,10,99,89,-9%
Cc1nn(CC(=O)NCc2ccccc2)c(=O)c2ccccc12,-12,115,6%,11,115,5,97,91,-8%
CN1/C(=C/C2CC(=O)N(c3ccc([N+](=O)[O-])cc3)C2=O)C(C)(C)c2ccccc21 (stereo not given),-11,191,-64%,15,79,11,98,87,-21%
COc1ccc(OC)c(S(=O)(=O)NC2CCCCC2)c1,-5,181,13%,5,181,-2,102,105,-5%
N#Cc1c(NC(=O)c2ccncc2)sc2c1CCC2,11,98,-5%,-11,98,-14,89,102,12%
N#CC1=C2SCN(Cc3ccccc3)CN2C(=O)CC1c1ccc2c(c1)OCO2 (stereo not given),-10,163,-16%,10,163,24,89,66,-4%
S=C1NC(c2ccccc2)=NCN1c1ccccc1,-4,160,13%,4,160,.,.,.,6%
Cc1ccc(CNc2ccc(CNc3ncn[nH]3)cc2)cc1,-5,162,-80%,5,162,16,92,76,-13%
O=C(C1CCN(S(=O)(=O)c2ccc(F)cc2)CC1)N1CCOCC1,7,140,-27%,-7,140,11,99,88,-7%
CCN(CC)CC(O)COc1ccc2c(c1)c(C(C)=O)c(C)n2-c1ccccc1 (stereo not given),7,96,.,-7,96,-4,56,60,.
Cc1cc(C)cc(CC2CC(=O)N(c3nc(C)cc(C)n3)C2=O)c1 (stereo not given),-4,109,.,4,109,-9,92,101,3%
CC(C)COCC1CC2(CC(C)C(=O)CC2=O)C(=O)O1 (stereo not given),-2,183,-19%,2,183,9,97,88,0%
C/C(NCCCn1ccnc1)=C(\C#N)C(N)=O,-9,106,0%,9,106,5,95,90,8%
Cn1c(SCC(=O)N2CCN(c3ccccc3)CC2)nnc1-c1ccco1,-4,141,-14%,4,141,20,90,70,-2%
CN(CCCNS(=O)(=O)c1cccc2cccnc12)Cc1ccccc1,-20,198,-39%,19,198,3,89,86,15%
O=C(O)CN(c1ccc2c(c1)OCCO2)S(=O)(=O)c1ccccc1,-15,163,-2%,15,163,.,.,.,0%
CCOc1ccc(N(C(C)C(=O)NCc2ccco2)S(C)(=O)=O)cc1 (stereo not given),-18,110,-99%,18,110,10,103,94,7%
CC(C)Cc1nc2n[nH]c(N)c2c2c1CCC2,-23,109,-3%,23,109,-6,100,106,-15%
COc1ccc(-c2c(C(F)(F)F)oc3c(CN4CCN(C)CC4)c(O)ccc3c2=O)cc1,-15,149,-35%,15,149,2,90,88,0%
CC(=O)N1CCc2cc(S(=O)(=O)NCCC(=O)NCCc3ccccc3)ccc21,.,.,-13%,.,.,0,93,94,-4%
Cc1cc(O)c(/C=N/Nc2ccc(Cl)cc2)c(=O)o1,0,138,10%,0,138,.,.,.,5%
CNC(=O)c1ccsc1NC(=O)c1ccc(Cl)s1,1,131,-3%,-1,131,-14,71,85,-19%
c1ccc2c(CCNc3ncnc4nc[nH]c34)c[nH]c2c1,.,.,-70%,.,.,-16,20,36,-2%

# Next structures follow:
SMILES,NFkB transloc inh,NFkB transloc inh cell count 2 µM,PLAP inhibitors HTS,IL1B NFkB pot,IL1B NFkB pot cell count 2 µM,MRP reversal,MRP reversal cytotoxicity,MRP reversal with doxorubicin,Bcl-B displacement
Cc1sc(-n2c(C)cc(/C=C3\SC(=S)NC3=O)c2C)c(C#N)c1C,2,133,.,-2,133,.,.,.,-4%
Cc1ccc(CSc2ncnc3c2cnn3Cc2ccccc2)cc1C,11,102,13%,-11,102,10,83,73,-4%
CCOC(=O)N1CCN(C(=O)CCCn2c(=S)[nH]c3ccccc3c2=O)CC1,-2,123,-44%,2,123,-12,76,88,0%
Cc1cc(S(=O)(=O)NCc2ccco2)c(C)s1,-4,141,17%,4,141,0,88,88,6%
O=[N+]([O-])c1ccc(Sc2nc3ccccc3o2)c([N+](=O)[O-])c1,-16,195,1%,16,195,1,0,0,14%
O=C(Oc1cccnc1)c1ccc(Cl)cc1,-2,135,12%,2,135,1,94,93,6%
COc1cccc(-c2nnn(CC(C)=O)n2)c1,10,179,.,-10,179,30,95,66,.
O=C(CN(Cc1ccc2c(c1)OCO2)C(=O)CNS(=O)(=O)c1ccccc1)NCC1CCCO1 (stereo not given),5,112,0%,-5,112,10,105,95,9%
C/C(CC(=O)Nc1ccccn1)=N\NC(=O)Cc1cccc2ccccc12,-11,98,-60%,11,98,.,.,.,2%
CCN(CC)C(=O)C1CCCN(c2ncnc3c2cnn3-c2cccc(C)c2)C1 (stereo not given),.,.,-47%,.,.,-4,47,51,10%
c1ccc(-n2nnnc2SCc2cccc(CSc3nnnn3-c3ccccc3)n2)cc1,0,91,.,0,91,1,80,79,.
CCOc1ccc(CCNC(=O)CN(C)S(=O)(=O)c2ccc3c(c2)CCC(=O)N3)cc1OCC,-8,118,-44%,8,118,12,89,77,-11%
CCc1nnc(NC(=O)c2ccc(COc3ccc(C)cc3)o2)s1,1,162,-22%,-1,162,5,102,97,-3%
CCOc1ccc2[nH]c(=O)c(C(c3nnnn3Cc3ccco3)N3CCC(C)CC3)cc2c1 (stereo not given),-20,140,-13%,21,140,-4,72,76,1%
Cc1cccc(Cn2c(Sc3nc(C)cs3)nc3c2c(=O)[nH]c(=O)n3C)c1,4,135,4%,-4,135,8,88,80,-3%
COc1cccc(/C=N\NC(=O)c2cc(OCC(F)(F)F)ccc2OCC(F)(F)F)c1,.,.,-5%,.,.,.,.,.,-2%
Cc1cc(=O)n2[nH]c(-c3ccc(F)cc3)cc2n1,-11,90,9%,11,90,19,101,83,2%
CCOC(=O)c1nnn(-c2nonc2N)c1CNc1ccccc1,.,.,10%,.,.,18,103,85,-3%
COc1cccc(/C=C2\N=C(c3c(-c4ccccc4)noc3C)OC2=O)c1,8,141,-26%,-8,141,.,.,.,0%
Cc1c(/C=C/C(=O)c2ccccc2)cnn1C,.,.,-10%,.,.,.,.,.,-11%
Cc1ccc(OCC(O)CNS(=O)(=O)c2ccccc2C(=O)O)cc1 (stereo not given),-39,130,.,39,130,-7,98,105,-14%
Cc1cc(C)nc(Nc2n[nH]c(COc3ccc(Cl)cc3)n2)n1,-13,103,-31%,13,103,-6,83,89,6%
Cc1nn(Cc2ccc(Cl)cc2Cl)c(C)c1NC(=O)Cn1nc([N+](=O)[O-])c(Cl)c1C,-17,200,-28%,17,200,.,.,.,-10%
O=C(Nc1nc(-c2ccc(Cl)s2)cs1)c1cccs1,.,.,-21%,.,.,-13,34,47,-45%
O=c1c2ccccc2sc2nc(C3CCCCC3)n(Cc3ccco3)c(=O)c12,.,.,-51%,.,.,3,78,74,-5%
CC(C)(C)c1cc(CN(CCO)CCO)cc(C(C)(C)C)c1O,-1,128,7%,1,128,-1,94,96,-6%
COc1ccccc1N(C)S(=O)(=O)c1ccc(C(=O)OCC(=O)NCc2ccco2)cc1,-11,79,-9%,11,79,-3,96,99,2%
Cc1ccc(-n2ncc3c(N4CCC5(CC4)OCCO5)ncnc32)c(C)c1,15,163,-48%,-15,163,17,55,38,-4%

# High-throughput results as filed in PubChem BioAssay.
